Screening results: PubChem BioAssay, Sanford-Burnham Center for Chemical Genomics
TAG inh: triacylglycerol accumulation inhibition; H9c2 cells, Nile Red lipid (TAG) fluorescence; cells loaded with 200 µM oleic acid; inhibition, % at 12.5 µM; 0.66% of 230,000 active; AID 651582;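 active = pattern-corrected inhibition of lipid staining of at least 50% with the nuclear-stain viability signal not falling by more than 50%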;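 also: 0% = DMSO wells and 100% = triacsin C control wells; some results filed as inactive read as strong as hits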
TAG inh DAPI viability: further read-out of TAG inh, marked with its call; DAPI nuclei signal change (viability), lower = more cytotoxic, %;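 whole-well DAPI fluorescence read on a plate reader as a viability signal; minus 50 percent equals half of cells still viable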
Numbers without * were called inactive.

Results for COc1cc(OC)cc(C(=O)N/N=C\c2ccoc2)c1 ?
TAG inh: -6; TAG inh DAPI viability: -3

Results for N#CC1=C(N)Oc2cc(N)ccc2C1c1ccccc1 (stereo not given) ?
TAG inh: 9; TAG inh DAPI viability: -12

Results for COCCn1c(=NC(=O)/C=C/c2ccccc2Cl)sc2cc(NC(C)=O)ccc21 ?
TAG inh: -9; TAG inh DAPI viability: 20

How did COc1cccc(C(=O)Nc2cc(NC(=O)c3cccs3)ccc2C)c1OC do in these assays?
TAG inh: 27; TAG inh DAPI viability: -6

How did CC(C)Cn1nc(C(=O)NCc2ccccc2CN2CCCC2)c2ccccc2c1=O do in these assays?
TAG inh: 6; TAG inh DAPI viability: 7

Results for CCOC(=O)c1sc(N)c(C(=O)Nc2ccccc2)c1C ?
TAG inh: -2; TAG inh DAPI viability: -1

Results for Cc1cccc(OCC(=O)NC(=S)Nc2ccccc2N2CCOCC2)c1C ?
TAG inh: -19; TAG inh DAPI viability: 4

How did CC(=O)Nc1cccc(NC(=S)Nc2ccc(F)cc2F)c1 do in these assays?
TAG inh: -5; TAG inh DAPI viability: -1

Results for NC(=O)CCCn1c(C(=O)c2ccc(Cl)cc2)c2ccc([N+](=O)[O-])cc2[n+]1[O-] ?
TAG inh: 4; TAG inh DAPI viability: -3

Results for CCOc1ccccc1CNc1ncnc2ccc(-c3c(C)noc3C)cc12 ?
TAG inh: 2; TAG inh DAPI viability: -7

Results for COC(=O)c1cn(NC(=O)c2ccccc2[N+](=O)[O-])c(=O)c2ccccc12 ?
TAG inh: 6; TAG inh DAPI viability: 11

How did CCC(C)NCCOc1ccc(C(C)(C)c2ccccc2)cc1 (stereo not given) do in these assays?
TAG inh: 20; TAG inh DAPI viability: 3

What do the screens show for `CCSCCOC(=O)C1=C(C)NC(=O)NC1c1ccc2c(c1)OCO2` (stereo not given)?
TAG inh: -23; TAG inh DAPI viability: 3

Results for CC(Sc1nc(=O)cc(N)n1CCc1ccccc1)C(=O)NCc1ccccc1 (stereo not given) ?
TAG inh: 3; TAG inh DAPI viability: 0

What do the screens show for `Cc1c(NC(=O)c2ccc(N3C(=O)C4C5C=CC(C5)C4C3=O)cc2)c(=O)n(-c2ccccc2)n1C` (stereo not given)?
TAG inh: 5; TAG inh DAPI viability: 18

What do the screens show for `Nc1ccccc1N=Nc1ccccc1N`?
TAG inh: -8; TAG inh DAPI viability: -8

What do the screens show for `O=C(CSc1nnc(Cn2c(=O)sc3ccccc32)n1-c1ccccc1)N1CCCC1`?
TAG inh: -13; TAG inh DAPI viability: 4

What do the screens show for `O=C(CCN1C(=O)c2ccccc2S1(=O)=O)N1CCN(c2ccccc2F)CC1`?
TAG inh: 0; TAG inh DAPI viability: 7

How did O=c1[nH]c(NCc2ccco2)nnc1Cc1ccccc1Cl do in these assays?
TAG inh: 0; TAG inh DAPI viability: -1

Results for CCn1c(C)c(C(C)=O)c(N2CCCC2)nc1=S ?
TAG inh: -10; TAG inh DAPI viability: -13

How did CCN(C(=O)CSc1nnc(-c2ccccc2OC)n1N)c1c(N)n(Cc2ccccc2)c(=O)[nH]c1=O do in these assays?
TAG inh: 20; TAG inh DAPI viability: 0

What do the screens show for `Nc1c(C(=O)Nc2ccc3c(c2)OCCO3)nnn1CCc1ccccc1`?
TAG inh: 35; TAG inh DAPI viability: -26

What do the screens show for `O=C(c1cc(-c2ccco2)nc2ccccc12)N1CCN(Cc2ccccc2)CC1`?
TAG inh: -10; TAG inh DAPI viability: 21

How did COc1ccccc1-n1ccnc1SCC(=O)NCc1ccco1 do in these assays?
TAG inh: 0; TAG inh DAPI viability: -6

14 structures already listed, sorted by SMILES length, low to high:
What do the screens show for `Nc1ccccc1N=Nc1ccccc1N`?
TAG inh: -8; TAG inh DAPI viability: -8

Results for CCn1c(C)c(C(C)=O)c(N2CCCC2)nc1=S ?
TAG inh: -10; TAG inh DAPI viability: -13

How did COc1ccccc1-n1ccnc1SCC(=O)NCc1ccco1 do in these assays?
TAG inh: 0; TAG inh DAPI viability: -6

How did O=c1[nH]c(NCc2ccco2)nnc1Cc1ccccc1Cl do in these assays?
TAG inh: 0; TAG inh DAPI viability: -1

How did CC(=O)Nc1cccc(NC(=S)Nc2ccc(F)cc2F)c1 do in these assays?
TAG inh: -5; TAG inh DAPI viability: -1

Results for CCOc1ccccc1CNc1ncnc2ccc(-c3c(C)noc3C)cc12 ?
TAG inh: 2; TAG inh DAPI viability: -7

What do the screens show for `CCSCCOC(=O)C1=C(C)NC(=O)NC1c1ccc2c(c1)OCO2` (stereo not given)?
TAG inh: -23; TAG inh DAPI viability: 3

Results for CC(Sc1nc(=O)cc(N)n1CCc1ccccc1)C(=O)NCc1ccccc1 (stereo not given) ?
TAG inh: 3; TAG inh DAPI viability: 0

What do the screens show for `O=C(c1cc(-c2ccco2)nc2ccccc12)N1CCN(Cc2ccccc2)CC1`?
TAG inh: -10; TAG inh DAPI viability: 21

What do the screens show for `O=C(CCN1C(=O)c2ccccc2S1(=O)=O)N1CCN(c2ccccc2F)CC1`?
TAG inh: 0; TAG inh DAPI viability: 7

What do the screens show for `O=C(CSc1nnc(Cn2c(=O)sc3ccccc32)n1-c1ccccc1)N1CCCC1`?
TAG inh: -13; TAG inh DAPI viability: 4

Results for NC(=O)CCCn1c(C(=O)c2ccc(Cl)cc2)c2ccc([N+](=O)[O-])cc2[n+]1[O-] ?
TAG inh: 4; TAG inh DAPI viability: -3

How did CCN(C(=O)CSc1nnc(-c2ccccc2OC)n1N)c1c(N)n(Cc2ccccc2)c(=O)[nH]c1=O do in these assays?
TAG inh: 20; TAG inh DAPI viability: 0

What do the screens show for `Cc1c(NC(=O)c2ccc(N3C(=O)C4C5C=CC(C5)C4C3=O)cc2)c(=O)n(-c2ccccc2)n1C` (stereo not given)?
TAG inh: 5; TAG inh DAPI viability: 18

Next part:
How did CCOC(=O)C1=C(C)NC(C)=C(C(=O)OCC)C1C(=O)OCC(=O)NC1(C#N)CCCCC1 do in these assays?
TAG inh: -3; TAG inh DAPI viability: -4

What do the screens show for `O=C1CCCCCCCN1Cc1ccccc1`?
TAG inh: -4; TAG inh DAPI viability: 2

Results for Cc1ccc(C(c2sc3nc(C)nn3c2O)N2CCN(c3ccccc3)CC2)cc1 (stereo not given) ?
TAG inh: 24; TAG inh DAPI viability: -9

What do the screens show for `CC(=O)Oc1ccc(C(=O)Nc2cccc(C(=O)NC(C)(C)C)c2)cc1`?
TAG inh: 8; TAG inh DAPI viability: -8

What do the screens show for `CCN(CC)CCCn1c2c(c(SCC(=O)Nc3nccs3)nc1=O)CCC2`?
TAG inh: 4; TAG inh DAPI viability: -3

How did CCc1nnc(SCC(=O)NC2CCCCC2)nc1CC do in these assays?
TAG inh: 12; TAG inh DAPI viability: -13

Results for COC(=O)CN(c1nc(C)c(Br)c(OC)n1)S(=O)(=O)c1ccc(C)cc1 ?
TAG inh: -14; TAG inh DAPI viability: 1

How did COc1cc(C)ccc1OCC(=O)NCC1CCCO1 (stereo not given) do in these assays?
TAG inh: 2; TAG inh DAPI viability: 0

Results for COC(=O)c1ccc2nc(NC(=O)C(C)(C)C)sc2c1 ?
TAG inh: 19; TAG inh DAPI viability: 4

What do the screens show for `O=C(NNC(=O)c1cc2cc(OC(F)(F)F)ccc2[nH]1)c1cccc(C(F)(F)F)c1`?
TAG inh: 9; TAG inh DAPI viability: -4

What do the screens show for `O=C(CSc1ncnc2ccccc12)NC1CCS(=O)(=O)C1` (stereo not given)?
TAG inh: 18; TAG inh DAPI viability: 0

Results for COC(=O)c1ccccc1NC(=O)c1sc(=S)n(C)c1N ?
TAG inh: 4; TAG inh DAPI viability: 2

Results for CCC(=O)c1ccc(/C=C/c2nc3ccccc3n2C)o1 ?
TAG inh: 7; TAG inh DAPI viability: inactive

How did COc1ccc(-c2nc(SC(C)C(=O)NC3CC3)n[nH]2)cc1 (stereo not given) do in these assays?
TAG inh: 19; TAG inh DAPI viability: -3

How did Cc1cccc(NC(=O)CCCc2ccccc2)c1 do in these assays?
TAG inh: -3; TAG inh DAPI viability: 0

What do the screens show for `N#Cc1ccsc1NC(=O)c1ccc2ncsc2c1`?
TAG inh: 4; TAG inh DAPI viability: -3

What do the screens show for `CCCS(=O)(=O)N1CCN(Cc2ccccc2[N+](=O)[O-])CC1`?
TAG inh: -4; TAG inh DAPI viability: -6

How did O=C(N/N=C/C(Br)=C\c1ccccc1)c1cccs1 do in these assays?
TAG inh: 2; TAG inh DAPI viability: 0

What do the screens show for `CN(C(=O)CSc1nnc(-c2cccs2)n1C1CC1)C1CCS(=O)(=O)C1` (stereo not given)?
TAG inh: 7; TAG inh DAPI viability: -3

What do the screens show for `COc1ccc(C(=O)OCC(=O)Nc2c(C)n(C)n(-c3ccccc3)c2=O)cc1OC`?
TAG inh: -13; TAG inh DAPI viability: -3

Results for Cc1c(Cl)c(-c2n[nH]c(=S)n2-c2ccc(F)cc2)nn1C ?
TAG inh: -12; TAG inh DAPI viability: 4

How did CCOC(=O)c1[nH]c2ccccc2c1NC(=O)CCN1CCN(C(=O)OCC)CC1 do in these assays?
TAG inh: -2; TAG inh DAPI viability: 4

What do the screens show for `CCn1c(O)c(N=NC(=S)NCC2CCCO2)c2ccccc21` (stereo not given)?
TAG inh: -4; TAG inh DAPI viability: 6

How did ONC(=Nc1ccccc1Cl)c1ccccc1Cl do in these assays?
TAG inh: -6; TAG inh DAPI viability: -10

What do the screens show for `c1ccc2c(Nc3ccc4c(c3)OCCO4)c3c(nc2c1)CCC3`?
TAG inh: -72; TAG inh DAPI viability: 12

Results for CC1CCCCC12NC(=O)N(CC(=O)Nc1sccc1C(N)=O)C2=O (stereo not given) ?
TAG inh: 3; TAG inh DAPI viability: -2

Results for COc1ccccc1C(=O)N1CCN(c2nc3cc(C)cc(C)c3cc2C#N)CC1 ?
TAG inh: 8; TAG inh DAPI viability: -11

Results for CCn1c(NC(=O)c2ccc(C)cc2)c2ccccc2nc1=O ?
TAG inh: -6; TAG inh DAPI viability: 7

How did Cc1ccc(C2CC(=O)N(c3ccc(F)cc3)C3=C2C(=O)CCC3)cc1 (stereo not given) do in these assays?
TAG inh: -17; TAG inh DAPI viability: 10

Results for CCOC(=O)c1ccccc1Cc1nc2ccccc2c(=O)[nH]1 ?
TAG inh: 0; TAG inh DAPI viability: -9

How did CN(Cc1ccccc1Cl)C(=O)CCNC(=O)c1ccco1 do in these assays?
TAG inh: 13; TAG inh DAPI viability: 8

What do the screens show for `COc1ccc(N(CC(=O)NC2CCCCCC2)S(=O)(=O)c2ccc(C)cc2)cc1OC`?
TAG inh: 1; TAG inh DAPI viability: -11

Results for Cc1cc(C)cc(OCC(=O)OCC(=O)N2CCc3ccccc32)c1 ?
TAG inh: -4; TAG inh DAPI viability: 2

Results for COc1ccc(NC(=O)CSc2nc(N)c(C(=O)Nc3ccc(N(C)C)cc3)s2)cc1 ?
TAG inh: -1; TAG inh DAPI viability: 11

How did O=C(NCC1CCCCC1)c1ccc2nc([C@@H]3O[C@H](CO)[C@H](O)[C@H](O)[C@H]3O)[nH]c2c1 do in these assays?
TAG inh: -4; TAG inh DAPI viability: 6

What do the screens show for `CC(C)(C)OC(=O)NCc1ccc(CNC(=O)c2[nH]cnc2C(=O)NC2CCN(C(=O)OC(C)(C)C)CC2)cc1`?
TAG inh: 19; TAG inh DAPI viability: 6

Results for CC(CCc1ccccc1)NC(=O)C1CC1 (stereo not given) ?
TAG inh: -15; TAG inh DAPI viability: 2

What do the screens show for `Cn1nnnc1SCC1=C(C(=O)O)N2C(=O)C(NC(=O)C3CC3c3ccccc3)C2SC1` (stereo not given)?
TAG inh: 8; TAG inh DAPI viability: -6

Results for Cc1nn(Cc2ccccc2)c(C)c1/C=N/NC(=O)CNc1cccc(C(F)(F)F)c1 ?
TAG inh: 10; TAG inh DAPI viability: 5

What do the screens show for `COc1cccc(C(c2c(C)[nH]n(-c3ccccc3)c2=O)c2c(C)[nH]n(-c3ccccc3)c2=O)c1O`?
TAG inh: 3; TAG inh DAPI viability: 4

How did Cc1cc(C)nc(NS(=O)(=O)c2ccc(NC(=O)CCC(=O)O)cc2)n1 do in these assays?
TAG inh: -1; TAG inh DAPI viability: -7

How did Cc1ccc(N2C(=O)N(CC(=O)N3c4ccccc4CC3C)C(=O)C2C)cc1 (stereo not given) do in these assays?
TAG inh: -21; TAG inh DAPI viability: -2

What do the screens show for `O=C(NCCc1ccc(Cl)cc1)c1cccnc1`?
TAG inh: 19; TAG inh DAPI viability: -20

Results for CC(=O)c1ccc(NC(=O)C(C)N2CCN(C/C=C/c3ccccc3)CC2)cc1 (stereo not given) ?
TAG inh: 13; TAG inh DAPI viability: 55

How did COC(=O)C1CCCN1C(=O)C12CC3CC(CC(C3)C1)C2 (stereo not given) do in these assays?
TAG inh: -3; TAG inh DAPI viability: 0

What do the screens show for `Cc1ccc(S(=O)(=O)Oc2ccccc2)cc1`?
TAG inh: -3; TAG inh DAPI viability: 7

How did CCC1CCCCN1C(=O)C(=O)c1cn(CC(=O)N(CC)CC)c2ccccc12 (stereo not given) do in these assays?
TAG inh: 20; TAG inh DAPI viability: -16

How did O=C(NCc1ccco1)c1cccs1 do in these assays?
TAG inh: 8; TAG inh DAPI viability: -7

How did Cc1nc(C(=O)NNC(=O)c2ccccc2Cl)c(C(F)(F)F)o1 do in these assays?
TAG inh: -7; TAG inh DAPI viability: 0

How did Cc1cc(NC(=O)c2cc(CC(C)C)on2)n(-c2ccccc2)n1 do in these assays?
TAG inh: 5; TAG inh DAPI viability: -1

How did CC(C)CN1CCN=C1N(C)C do in these assays?
TAG inh: -4; TAG inh DAPI viability: -4

Results for FC(F)(F)C(Oc1nc(NC2CCCCC2)nc(N2CCOCC2)n1)C(F)(F)F ?
TAG inh: 19; TAG inh DAPI viability: 4

Results for C=CCN1C(=O)N(/C=C/C)c2cccc3cccc1c23 ?
TAG inh: -15; TAG inh DAPI viability: -17

How did COc1ccc(C(=O)NCc2ccncc2)cc1S(=O)(=O)NCc1ccc(Cl)cc1 do in these assays?
TAG inh: 6; TAG inh DAPI viability: 4

An excerpt; rates above refer to the full screens.
